# Screening results (PubChem)
# FEN1 inhibitor – human FEN1 inhibition. P39748. Recombinant FEN1 flap cleavage, fluorescence, 15 min. Potency, µM (series often up to 114 µM), for inactives: at the top dose activity change, negative = inhibition, usual class: inhibitors. hit rate 0.35% among 390,000. AID 588795; also: nearly all actives have a fitted effect of over 65% in size
# Target sequence (P39748 whole entry, looked up): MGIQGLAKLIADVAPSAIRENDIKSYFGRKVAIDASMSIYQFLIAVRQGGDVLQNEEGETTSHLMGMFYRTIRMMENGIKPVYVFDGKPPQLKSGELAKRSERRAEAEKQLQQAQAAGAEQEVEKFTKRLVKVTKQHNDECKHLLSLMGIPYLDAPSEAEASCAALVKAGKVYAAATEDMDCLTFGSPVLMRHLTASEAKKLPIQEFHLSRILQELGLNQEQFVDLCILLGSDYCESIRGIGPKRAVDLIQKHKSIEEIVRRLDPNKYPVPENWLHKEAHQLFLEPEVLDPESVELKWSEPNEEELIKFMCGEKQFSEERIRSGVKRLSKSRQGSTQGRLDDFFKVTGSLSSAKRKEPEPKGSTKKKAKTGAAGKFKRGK
#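 Compounds are tested as a concentration series against 10 nM FEN1; after a 15 min room-temperature preincubation, 50 nM substrate starts cleavage, with plate reads at 0 and 15 min. Normalized responses are fitted by a Hill equation.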
# KAT2A inh – GCN5L2 (KAT2A) acetyltransferase inhibition | Q92830 | GCN5L2 HAT assay, ThioGlo1 CoA-SH fluorescence | Potency, µM (series often up to 58.9 µM), for the others: at the highest dose activity change, negative = inhibition, hits mostly inhibitors | hit rate 0.21% among 390,000
#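 ThioGlo1-coupled HAT assay: 20nM GCN5L2, 70uM acetyl-CoA, 75uM H3(1-25) peptide, pH 7.5. Fluorescence read at 340/540nm at start and after 20 min at room temperature.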
# N370S GC – inhibits or activates N370S mutant glucocerebrosidase | N370S GC spleen homogenate, 4MU-glucoside fluorescence | Potency, µM (highest dose often 59.4 µM), for inactives: top-dose activity change, negative = inhibition, hits mostly inhibitors | hit rate 0.092% among 330,000;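 also: 0% = full enzyme activity and -100% = no enzyme basal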
# An asterisk follows results filed as active; ? = inconclusive; . = no result given; & = joins results of further samples. Calls follow the shape of the dose curve; as a rule, active = well fitted curve in the direction sought with a large enough effect; inconclusive = small, poorly fitted or top-dose-only effect, or another doubt; inactive = no such curve, though single readings can be large; an effect the other way counts as inactive or inconclusive. Unless noted, % is scaled to controls: 0 for no effect and ±100 for the full control effect; potency is read from the fitted curve at half-maximal effect.
Compound	FEN1 inhibitor	N370S GC	KAT2A inh
C/C(=N\NC(=O)c1sccc1C)c1cccnc1	-10.0%	0.3%	-4.9%
CCOc1ccc(Nc2ncnc3c2nc2n3CCCCC2)cc1	30.1%	.	-10.4%
NC(=O)CCC(=O)N1CCCC(C(=O)c2ccc3c4c(cccc24)CC3)C1 (stereo not drawn)	12.6%	2.0%	-6.5%
Oc1c(C(c2ccco2)N2CCC3(CC2)OCCO3)sc2ncnn12 (stereo not drawn)	9.3%	1.2%	-6.1%
O=C(O)c1[nH]c2ccccc2c1C(c1c(F)cccc1Cl)c1c(C(=O)O)[nH]c2ccccc12	-1.5%	6.1%	-1.4%
CC(C)(C)NC(=O)COC(=O)c1ccc(O)cc1	3.5%	8.0%	-1.5%
Cc1cccc(OCCCC(=O)NCCc2ccccc2)c1	1.4%	-23.9%	2.1%
O=C(Nc1nc(-c2ccc3ccccc3c2)cs1)C1CCN(S(=O)(=O)c2cccs2)CC1	-8.8%	7.3%	-3.2%
Cc1ccnc(NC(=O)c2ccc(Cl)c(S(=O)(=O)N3CCCC3)c2)c1	2.7%	2.0%	-5.1%
COc1ccc(NC(=O)c2cnc(SC)nc2C)c(OC)c1	-3.5%	-3.0%	-16.6%
CCCC(=O)Oc1c(S(=O)(=O)c2ccc(C)cc2)c(C)nn1C(C)(C)C	-17.3%	-3.3%	-3.5%
Cc1ccccc1CC(=O)N1CCCC1	-14.5%	7.6%	3.7%
Cc1ccc(OCCOC(=O)c2cccc(S(=O)(=O)N3CC(C)OC(C)C3)c2)cc1 (stereo not drawn)	11.4%	.	-9.8%
CCC(=O)N1CCN(c2ccccc2NC(=O)COc2cccc(C)c2)CC1	-17.0%	-3.6%	0.7%
COc1cccc(NS(=O)(=O)c2ccc(S(=O)(=O)N3CCCC3)cc2)c1	-0.4%	.	0.7%
COc1ccccc1NS(=O)(=O)c1cc(C(=O)N2CCCC2)ccc1F	4.1%	0.3%	-2.9%
COCCNS(=O)(=O)c1cc2[nH]c3c(c2cc1C)C(=O)CC(C)(C)C3	2.3%	4.5%	0.0%
CN1CCN(S(=O)(=O)c2ccc(NC(=S)NC(=O)C3CCCCC3)cc2)CC1	-3.7%	-6.8%	-1.8%
CC1CN(C(=O)CN2C(=O)NC(C)(c3ccccc3)C2=O)CC(C)O1 (stereo not drawn)	9.5%	5.4%	-8.9%
CSCC[C@H](NC(=O)c1cccc(S(=O)(=O)N2CCN(C)CC2)c1)c1nc2ccccc2[nH]1	4.1%	.	1.5%
Cn1c(C2CCCCC2)nc2c1c(=O)[nH]c(=O)n2Cc1ccccc1	2.7%	17.1%	-4.9%
Cc1cc(C)c2nc(NC(=O)c3cccc(S(=O)(=O)N4CCc5ccccc54)c3)sc2c1	0.4%	5.8%	0.9%
COc1ccc(-c2c(C)nn3c(N4CCN(c5ccccc5F)CC4)cc(C)nc23)cc1OC	-13.9%	.	-9.6%
Clc1ccc(-c2ccc(C=Nc3ccc(N4CCOCC4)cc3)o2)c(Cl)c1	-5.8%	12.6%	9.3%
CCc1cc(C(=O)Nc2cc(S(=O)(=O)N(CC)CC)ccc2N2CCOCC2)sc1C	-16.0%	?	-18.6%
CCc1ccc(CNn2cnnc2SCC(=O)NC(C)(C)C)cc1	-5.4%	2.2%	-4.7%
Cc1ccc(-n2ncc3c(NNC(=O)c4ccco4)ncnc32)cc1Cl	-2.5%	1.7%	-0.6%
NC(=O)CC(NC(=O)Cc1ccc(Br)cc1)c1ccc(NCc2ccccn2)c([N+](=O)[O-])c1 (stereo not drawn)	11.0%	-12.1%	-0.7%
CCN(CC)c1cc(C(F)(F)F)nc(-c2ccccn2)n1	-2.6%	11.9%	-4.0%
Cc1cc(Cl)ccc1OCCCC(=O)NNC(=O)c1ccccc1O	2.8%	0.2%	-0.5%
COc1ccc(C2CC(c3ccccc3)=NN2C(=O)COC(=O)c2cccc(O)c2)cc1 (stereo not drawn)	-10.5%	.	-2.8%
Cc1ccc(NC(=O)Nc2sc(=S)n(C)c2C)cc1	-8.1%	-14.1%	0.2%
CCOc1ccc(CCNC(=O)CCS(=O)(=O)c2ccc(OC)cc2)cc1OCC	-7.4%	-16.9%	-3.5%
CCOCc1nnc(NC(=O)CCc2ccccc2)s1	4.6%	3.6%	1.1%
Cc1nnc(NC(=O)c2cccc(Br)c2)s1	-3.9%	?	?
COc1ccc(C(CC(=O)N2CCCCC2)c2c(OC)cc(OC)c3c(-c4ccccc4)cc(=O)oc23)cc1 (stereo not drawn)	-19.7%	?	-13.8%
Cc1ccn2c(Nc3ccc4c(c3)OCCO4)c(-c3ccc(C)o3)nc2c1	-3.6%	.	-4.6%
O=C(/C=C/c1ccco1)c1cccnc1	-21.8%	-19.2%	-10.0%
CCC(c1nnnn1C(C)(C)C)N1CCN(Cc2ccccc2OC)CC1 (stereo not drawn)	18.0%	-4.2%	-7.2%
CN(C)Cc1ccccc1-c1nc(NC2CCNCC2)c2ccccc2n1	.	-8.9%	-6.4%
CCCc1cc(=O)[nH]c(SCC(=O)N(CC)Cc2ccccc2)n1	-3.4%	-6.8%	-8.7%
CN(C)C(=O)NC1CCCCCCC1	.	-5.9%	-6.3%
Cc1nc(C)c(C(=O)C2=C(O)C(=O)N(CCCn3ccnc3)C2c2ccc(Cl)cc2)s1 (stereo not drawn)	0.5%	14.8%	-7.1%
O=C(Nc1ccc(OC(F)(F)F)cc1)NC1COc2ccccc2C1 (stereo not drawn)	15.3%	.	0.4%
COc1cc2c(cc1OC)C(c1ccccc1Cl)N(C)CC2 (stereo not drawn)	-8.7%	-9.2%	?
S=C(NCc1ccco1)N1CCN(c2cccc(Cl)c2)CC1	-23.3%	6.2%	-8.1%
CC(=O)Nc1ccc(NC(=O)Cn2nc(C(=O)Nc3ccc(C)cc3)ccc2=O)cc1	1.1%&-2.9%	0.4%	-10.0%&-18.7%
CCOc1ccccc1Nc1nnc(SCC(=O)N2CCCC2)s1	3.9%	4.0%	-5.7%
Cc1nn(CCCC(=O)Nc2ccccc2C(F)(F)F)c(=O)c2nn(-c3ccccc3)c(C)c12	18.1%	.	-6.2%
CCc1nnc(NC(=O)CSc2nc3cc4c(cc3cc2C)OCCO4)s1	-0.6%	17.5%	-0.3%

# Additional structures
Compound	FEN1 inhibitor	N370S GC	KAT2A inh
CCN(CC)S(=O)(=O)c1cc(C(=O)Nc2cc(Cl)ccc2N2CCN(C)CC2)ccc1Cl	0.3%	?	-12.8%
COc1ccc(CCC(=O)OCC(=O)NCc2ccccc2)cc1	0.0%	.	0.9%
Cc1ccccc1CC1SC(N)=NC1=O (stereo not drawn)	7.6%	-1.3%	-2.1%
Cc1cc(C)n2c(SCC(=O)Nc3ccc(F)cc3)nnc2n1	-4.9%	1.4%	-12.8%
O=C(c1ccc2ccccc2c1)N1CCOCC1	-1.5%	-5.7%	-13.3%
COc1ccc(N(CC(=O)N/N=C/c2ccc(OC)cc2OC)S(=O)(=O)c2ccccc2)cc1	-15.8%	0.9%	-18.1%
Cc1cc(C(=O)CSc2nnc(-c3ccccc3)n2Cc2ccc3c(c2)OCO3)c(C)n1C	6.2%	4.0%	-3.2%
COc1ccc(S(=O)(=O)N2CCOCC2)cc1NC(=O)CN1CCN(C)CC1	-13.7%	-6.9%	1.3%
Cc1c(NC(=O)Cc2ccc(Cl)cc2)cccc1-c1nc2cccnc2s1	-17.7%	.	-9.5%
CC(=O)c1ccc(N2CCN(C(=O)CCCn3c(=O)[nH]c4ccsc4c3=O)CC2)cc1	-6.3%&-9.0%	-7.7%	-12.7%&-11.2%

# Laid out differently: 7 of the compounds above.
# Every second line gives: FEN1 inhibitor, N370S GC, KAT2A inh
> Cc1ccc(OCCOC(=O)c2cccc(S(=O)(=O)N3CC(C)OC(C)C3)c2)cc1 (stereo not drawn)
  11.4%, ., -9.8%
> CC1CN(C(=O)CN2C(=O)NC(C)(c3ccccc3)C2=O)CC(C)O1 (stereo not drawn)
  9.5%, 5.4%, -8.9%
> CCc1nnc(NC(=O)CSc2nc3cc4c(cc3cc2C)OCCO4)s1
  -0.6%, 17.5%, -0.3%
> CCCC(=O)Oc1c(S(=O)(=O)c2ccc(C)cc2)c(C)nn1C(C)(C)C
  -17.3%, -3.3%, -3.5%
> Cc1nn(CCCC(=O)Nc2ccccc2C(F)(F)F)c(=O)c2nn(-c3ccccc3)c(C)c12
  18.1%, ., -6.2%
> Cc1nnc(NC(=O)c2cccc(Br)c2)s1
  -3.9%, ?, ?
> CC(C)(C)NC(=O)COC(=O)c1ccc(O)cc1
  3.5%, 8.0%, -1.5%

# The listing continues.
Compound	FEN1 inhibitor	N370S GC	KAT2A inh
CSC(=S)N/N=C/c1ccc(Br)cc1	17.6%	-6.2%	-4.7%
N#CC1=C(N)N(c2ccccc2Sc2ccccc2)C(=O)C1	-1.8%	0.2%	-18.9%
O=C(NC1CCCCC1)C(c1ccc(F)cc1)N(CCCN1CCOCC1)C(=O)c1ccc(CN2CCOCC2)o1 (stereo not drawn)	11.8%	0.7%	?
Cc1cc(C)c(/C=C/c2onc(C)c2S(=O)(=O)N2CCC(C(=O)N3CCN(c4ccccc4)CC3)CC2)c(C)c1	2.9%	.	2.0%
O=C(CCC(=O)Nc1ccc(Cl)cc1Cl)NNC(=O)[C@@H]1CCCC[C@@H]1C(=O)O	-12.0%	-10.4%	-1.9%
Cc1ccccc1NC(=O)COC(=O)CNC(=O)c1sc2ccccc2c1Cl	1.7%	-1.9%	-0.2%
O=C(c1ccc(S(=O)(=O)Nc2ccccc2F)cc1)N1CCCC1	-6.3%	-11.5%	1.5%
COc1ccc(-n2nc(C(=O)NCC(=O)N3CCN(c4ccccn4)CC3)c3ccccc3c2=O)cc1	8.2%	2.0%	4.7%
O=Cc1cccc(Oc2ncccn2)c1	19.6%	0.7%	-8.7%
Cc1cc(C)c(OCC(O)CN2CCN(c3ccccn3)CC2)c(C)c1 (stereo not drawn)	5.9%	6.1%	12.7%
CN(C)CCN1C(=O)c2ccccc2C1=O	12.1%	.	-2.4%
O=C(CN(CC1CCCO1)C(=O)CNS(=O)(=O)c1ccc(F)cc1)NC1CCCCC1 (stereo not drawn)	-2.2%	-8.6%	-2.7%
CCC(=O)N1CCc2cc(CNS(=O)(=O)c3ccc(Br)s3)ccc21	7.9%	.	-30.0%
CN1CCN(C(=S)c2cn(CCOc3ccccc3)c3ccccc23)CC1	1.2%	-14.7%	-8.1%
CCOc1nc(-c2ccc(C)cc2)ccc1-c1noc(-c2cccnc2)n1	.	0.5%	2.8%
O=C(OCC(=O)N1CCOCC1)c1ccc(O)cc1	-2.4%	-2.4%	-1.2%
CC(=O)Nc1cccc(NC(=O)c2sc3ncn(CC(=O)N4CCCCC4)c(=O)c3c2C)c1	5.6%	-0.6%	-0.9%
COc1ccc(/C=C2\N=C3CCCN3C2=O)cc1	-4.9%	-8.7%	-12.3%
Cc1nc(SCC(N)=O)[nH]c(=O)c1Cc1ccc(OC(C)C)cc1	-5.5%	1.1%	0.0%
Cc1ccc(C(=O)NC(=S)Nc2ccc(N3CCOCC3)cc2)cc1	-7.2%	10.9%	-7.8%
NNC(=O)c1ccc(Cl)cc1Cl	-1.4%	5.6%	0.6%
Cn1nc(C(F)(F)F)c(-c2ccc(F)cc2)c1NC(=O)CSCC(=O)O	-6.1%	14.5%	0.0%
O=C(Cn1cnc2ccccc21)N/N=C/c1ccc([N+](=O)[O-])cc1	-8.9%	-4.5%	1.5%
NC(=S)c1c(Cl)cc(C(F)(F)F)cc1Cl	1.2%	0.6%	8.8%
Cc1cc(C)c(S(C)(=O)=O)c(NN)n1	-2.3%	1.6%	0.5%
Cc1cc(C)c(C)c(S(=O)(=O)N2CCC(C(=O)NC3=NCCS3)CC2)c1C	3.9%	.	-4.5%
COc1ccc(-n2nc(C(=O)NCC(=O)NC3CCCCCC3)c3ccccc3c2=O)c(OC)c1	-4.8%	-8.1%	-2.6%
CCc1ccc(C(=O)c2cncc(Br)c2)cc1	-9.6%	21.0%	.
Cc1ccc(S(=O)(=O)Cc2cn3cccnc3n2)cc1	0.4%	6.6%	-3.3%
CCOc1ccc(CCNC(=O)c2cccc(S(=O)(=O)N3CCCC3)c2)cc1OCC	-4.7%	-5.4%	-1.9%
O=C(Nc1cccc(Cl)c1)NC1(C(=O)NCc2cccs2)CCCCC1	-0.8%	6.1%	-0.8%
COc1cc2c(c(OC)c1)C(c1cccc(OC)c1OC)CC(=O)N2 (stereo not drawn)	-6.6%	-2.6%	-2.5%
COc1ccc(-c2cnc(C)o2)cc1S(=O)(=O)Nc1ccc(NC(C)=O)cc1	0.6%	.	2.8%
CC(C)N=C1NN=C(c2cccs2)C(CC(=O)O)S1 (stereo not drawn)	-6.0%	-3.5%	-13.0%

# This is a subset. The share of hits here may be higher or lower than overall.
